Source: PubChem
Chronic BCR inh: blocks chronic active B-cell receptor signaling. 0.05% of 340,000 active. Potency, µM (highest dose often 46.1 µM), for the others: at the top dose ratio change, negative = lower green/red ratio, hits mostly inhibitors. ABC-DLBCL IkBa-CBG/CBR reporter, luminescence ratio, 4 h. AID 493014; active means well fitted inhibition curve with a large enough effect in the signal ratio, with a control signal flat, not every such curve was filed as active; inconclusive means small, poorly fitted or top-dose-only effect, or effect the other way, or a change in a side signal; the % refers to the signal ratio;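 further: potency means the concentration at half of the fitted maximal effect; plate controls were basal doxycycline-induced cells for no effect and cells given 10 µM MG132 for full effect; MG132 reads +100%, hits lower the ratio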
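Cell line TMD8 (human ABC DLBCL), stably expressing tet-inducible CBG68-IkBa fusion and CBR; IMDM/0.5% FBS; cpd up to 46 uM; dox induction, 4 h, 37C/5% CO2; dual luminescence; green/red ratio; MG132 control.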
PTAP TSG101 blk: blocks PTAP/TSG101 interaction to inhibit HIV-1 budding; Potency, µM (top dose mostly 115 µM), inactives show top-dose activity change, negative = inhibition, hits mostly inhibitors; 340,000 tested, under 10 active; AID 493005; Fluorescence polarization, FITC-PTAP peptide / Tsg101 binding; active means well fitted inhibition curve with a large enough effect in the main read-out, with a control signal flat, not every such curve was filed as active; inconclusive means small, poorly fitted or top-dose-only effect, or effect the other way, or a change in a side signal; inactive means no such curve, though single readings can be large or run the other way; further: potency means the concentration at half of the fitted maximal effect; % of control where 0% means no effect
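Tsg101 binding domain (10 uM final) was mixed with compound and a FITC-labeled PTAP peptide (50 nM final) in HEPES pH 7.5 buffer with NaCl, Tween 20, EDTA and TCEP; fluorescence polarization was read after 20 min at r.t.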
TSHR antag: human thyrotropin receptor antagonism; P16473; TSHR-expressing cells, TSH-stimulated cAMP HTRF, 2 h; active compounds read low; activity change, negative = inhibition, % at 11.5 µM; 0.2% of 330,000 active;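 active means activity change below a set negative limit, meaning inhibition stronger than a set level, cut at about -70% in these data; inconclusive means activity change between two set negative limits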; further: on the % scale 0 is the no-effect control and ±100 the full control effect
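Freshly harvested TSHR cells receive pin-tooled compound, then EC80 TSH at 4nM final. After 2 hours at 37 deg C, antibody in lysis buffer and cAMP-d2 are added; 30 minutes at ambient temperature precede the HTRF read.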
ELG1 DNA repair: ELG1-dependent DNA repair inhibition. Potency, µM (titrated, usually from 46.1 µM), inactives show top-dose activity change, negative = inhibition, hits mostly inhibitors. HEK293T ELG1-luciferase reporter, luminescence, 16 h; DNA damage induced by 5-fluorouridine. 2.3% of 330,000 active; further: potency means the concentration at half of the fitted maximal effect; on the % scale 0 is the no-effect control and ±100 the full control effect; nearly all actives have a fitted effect of over 55% in size
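Quantitative HTS, concentration-response format. 2,000 cells/well co-treated with 5-fluorouridine and compound, 16 hr in 5% CO2 at 37 °C; ONE-Glo luminescence read after 30 min.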
uPA generation: inhibitors of cell surface uPA generation. cell surface uPA generation assay, qHTS. Potency, µM (doses to about 38.3 µM), without a hit: at the top dose activity change, negative = inhibition, usual class: inhibitors. 0.31% of 330,000 active. AID 540303; active means well fitted inhibition curve with a large enough effect; inconclusive means small, poorly fitted or top-dose-only effect; inactive means no such curve, though single readings can be large or run the other way; tested in mouse RAW 264.7 cells; further: potency means the concentration at half of the fitted maximal effect; on the % scale 0 is the no-effect control and ±100 the full control effect; nearly all actives have a fitted effect of over 55% in size
Mito fusion act: inhibitors of mitochondrial division or activators of mitochondrial fusion; S. cerevisiae fusion-defective mutant growth rescue, CellTiterGlo 48 h; Potency, µM (series often up to 46.1 µM), without a hit: at the highest dose growth rescue (activation), usual class: activators; 0.23% of 320,000 active; AID 485298;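 further: potency means the concentration at half of the fitted maximal effect; % of control where 0% means no effect; nearly all actives have a fitted effect of over 45% in size; temperature-sensitive fusion mutants such as fzo1-1 at 37 °C on non-fermentable ethanol glycerol medium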
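Compounds are tested for their ability to restore growth of mitochondrial fusion-defective yeast strains at non-permissive 37C in YPEG medium over 48 hours. Viability is quantified by luciferase luminescence.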
Eya2 inh: blocks the phosphatase activity of human Eya2 | AID 488837 | 0.006% of 330,000 active | Potency, µM (top dose mostly 76.9 µM), for the others: at the highest dose activity, negative = inhibition, usual class: inhibitors | recombinant Eya2, OMFP fluorescence dephosphorylation (OMFP is methylfluorescein phosphate); further: potency means the concentration at half of the fitted maximal effect; on the % scale 0 is the no-effect control and ±100 the full control effect
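Eya2 protein (added as 0.2 uM solution) was preincubated with compound for 10 min at ambient temperature in 50 mM HEPES pH 7.5, 50 mM NaCl, 5 uM MgCl2, 0.05% BSA, 1 mM DTT. OMFP (added at 50 uM) then reacted 10 min; fluorescence read at 485/525 nm.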
USP2a block: blocks human ubiquitin-specific protease USP2a | O75604 | USP2 core, Ub-CHOP2 coupled fluorogenic reporter, 485/531 | Potency, µM (doses to about 38.3 µM), inactives show at the highest dose activity change, negative = inhibition, actives largely listed as inhibitors | 0.01% of 330,000 active;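 further: potency means the concentration at half of the fitted maximal effect; plate controls were DMSO wells for no effect and full inhibition by NEM control for full effect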
Target sequence (O75604 whole entry, looked up): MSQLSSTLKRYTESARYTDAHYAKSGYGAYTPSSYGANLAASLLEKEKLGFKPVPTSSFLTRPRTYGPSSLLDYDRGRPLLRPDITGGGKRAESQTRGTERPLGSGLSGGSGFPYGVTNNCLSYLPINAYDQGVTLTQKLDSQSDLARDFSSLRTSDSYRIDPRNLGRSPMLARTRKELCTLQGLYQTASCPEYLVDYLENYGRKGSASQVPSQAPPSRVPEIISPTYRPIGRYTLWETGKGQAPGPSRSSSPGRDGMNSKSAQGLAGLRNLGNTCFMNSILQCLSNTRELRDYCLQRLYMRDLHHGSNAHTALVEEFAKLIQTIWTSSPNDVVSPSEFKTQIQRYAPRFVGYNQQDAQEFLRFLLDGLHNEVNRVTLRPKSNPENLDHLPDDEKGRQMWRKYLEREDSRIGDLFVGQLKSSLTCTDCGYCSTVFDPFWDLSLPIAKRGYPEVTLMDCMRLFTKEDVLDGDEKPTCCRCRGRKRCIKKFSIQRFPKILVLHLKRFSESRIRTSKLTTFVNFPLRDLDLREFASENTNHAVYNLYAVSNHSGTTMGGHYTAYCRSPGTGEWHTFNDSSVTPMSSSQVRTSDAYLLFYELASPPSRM
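Cell-free coupled assay: 10nM USP2 core preincubated 30min RT with compound in Tris-HCl pH 8.0/CaCl2/CHAPS buffer, then 25nM Ub-CHOP2 and 25nM reporter substrate; fluorescence (Ex 485/Em 531) read after 60min RT, normalized to NEM inhibition, concentration-response curves fitted.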
B2AR arrestin: beta2AR (human) beta-arrestin recruitment activity | P07550 | beta-arrestin recruitment to beta2AR, cell-based reporter | Potency, µM (titrated, usually from 46.1 µM), for the others: at the top dose activation, hits mostly activators | 0.02% of 330,000 active | AID 492947;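 further: potency means the concentration at half of the fitted maximal effect; 0% = DMSO controls and full agonism = EC100 isoproterenol or metaproterenol; nearly all actives have a fitted effect of over 65% in size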
Target sequence (P07550 whole entry, looked up): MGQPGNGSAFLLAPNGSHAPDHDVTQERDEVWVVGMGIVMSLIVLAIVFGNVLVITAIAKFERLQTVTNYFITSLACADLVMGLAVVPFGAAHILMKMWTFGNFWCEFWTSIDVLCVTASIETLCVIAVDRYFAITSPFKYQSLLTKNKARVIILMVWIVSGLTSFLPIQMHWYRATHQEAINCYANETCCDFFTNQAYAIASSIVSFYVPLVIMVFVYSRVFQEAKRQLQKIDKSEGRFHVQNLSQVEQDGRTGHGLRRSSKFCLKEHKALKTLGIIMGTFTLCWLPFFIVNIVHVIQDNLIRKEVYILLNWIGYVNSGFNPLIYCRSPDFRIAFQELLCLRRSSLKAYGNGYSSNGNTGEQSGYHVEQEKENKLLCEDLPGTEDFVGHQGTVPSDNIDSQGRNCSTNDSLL
Tb PFK block: blocks T. brucei phosphofructokinase; O15648; T. brucei PFK, ADP-Glo luminescence; Potency, µM (top dose mostly 57.5 µM), without a hit: at the highest dose activity, negative = inhibition, most hits filed as inhibitors; 0.17% of 330,000 active;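 further: potency means the concentration at half of the fitted maximal effect; 0% = uninhibited 1x PFK enzyme wells and -100% = no-enzyme wells; nearly all actives have a fitted effect of over 60% in size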
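Activity is normalized to no-enzyme wells (full inhibition) and 1.25 nM enzyme wells (no inhibition). Reaction: 0.5 mM F6P, 0.1 mM ATP, 45 min RT, ADP-Glo luminescence; concentration-response curves fitted and classed by quality.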
TCR activator: activators of T cell receptors; primary human leukocytes, anti-CD3, IL-2 HTRF, 48 h; Potency, µM (doses to about 9.22 µM), for inactives: at the highest dose activation of IL-2 secretion, hits mostly activators; 330,000 tested, under 10 active; AID 504894; further: % of control where 0% means no effect
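Primary human leukocytes were stimulated with a-CD3 beads plus compounds for 48 hr without co-stimulation; secreted IL-2 was quantified by HTRF using a-IL-2-K (europium cryptate) and a-IL-2-d2, excited at 320nm with acceptor emission read at 665nm.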
Active calls of the source: *; u = inconclusive; x = no result given; [ ] = another dose, or the depositor's remark. Unless noted, the call rests on the fitted dose curve; in most records, active means well fitted curve in the direction sought with a large enough effect; inconclusive means small, poorly fitted or top-dose-only effect, or another doubt; inactive means no such curve, though single readings can be large; an effect the other way counts as inactive or inconclusive.

SMILES	Chronic BCR inh	PTAP TSG101 blk	TSHR antag	ELG1 DNA repair	uPA generation	Mito fusion act	Eya2 inh	USP2a block	B2AR arrestin	Tb PFK block	TCR activator
Cc1sc2ncnc(SCC(=O)N3CCCCC3)c2c1C	1.1%	-4.3%	-28.5	5.7%	1.8%	7.2%	11.1%	-0.8%	-0.3%	-0.7%	-2.8%
Cc1cccc(C)c1NS(=O)(=O)c1ccc(OCCNS(C)(=O)=O)cc1	2.0%	-1.0%	19.3	-17.3%	7.9%	-3.9%	-1.6%	3.6%	-0.1%	-1.8%	-0.9%
Cc1ccc(NC(=O)CNC(=O)c2cccs2)cc1S(=O)(=O)Nc1ccc(Cl)cc1	u	0.1%	-24.9	16.8%	-15.3%	5.4%	-5.8%	-2.0%	5.9%	-9.2%	-1.2%[46.1 µM]
O=C(COC(=O)CC1SC(N2CCCC2)=NC1=O)Nc1ccc(Br)cc1 (stereo unspecified)	-0.2%	-0.6%	13.0	-5.5%	-1.0%	-4.3%	-19.8%	0.0%	-1.0%	-2.6%	4.5%
CC(=O)c1ccc(N2C(=O)CC(N3CCN(S(=O)(=O)c4ccc(C)c(C)c4)CC3)C2=O)cc1 (stereo unspecified)	5.0%	-4.8%	7.3	u	2.2%	x	-3.7%	2.3%	0.2%	-0.8%	-7.8%
CCOc1cc(C(=S)N2CCCCC2)ccc1OS(=O)(=O)c1ccc(Br)cc1	-0.7%	-10.6%	-2.4	-2.1%	x	-8.9%	u	-1.6%	0.0%	-1.1%	-4.7%
CCCCC[C@H](O)/C=C/[C@H]1CCC(=O)[C@@H]1CCCCCCC(=O)N1CCCCC1CO (stereo partly specified)	u	-5.9%	-4.3	u	-6.7%	-0.2%	3.0%	0.7%	0.1%	-0.1%	-5.2%
CC(=O)c1ccc(-n2nnnc2SCC(=O)Nc2sc(C)c(C)c2C#N)cc1	u	-4.3%	2.9	-21.9%	-34.0%	-4.6%	-3.8%	-2.5%	0.3%	-4.8%	-5.3%[46.1 µM]
C/C(=N/NC(=O)CCc1ccccc1)c1ccco1	-1.2%	-8.5%	1.5	u	2.9%	1.2%	3.8%	4.5%	-0.2%	-13.6%	-3.4%
CCOC(=O)C(NC(=O)C1CCCN1C(=O)OCc1ccccc1)C(=O)OCC (stereo unspecified)	10.4%	-1.0%	2.5	-0.5%	3.3%	-3.4%	2.1%	4.9%	0.2%	-2.6%	0.2%[46.1 µM]
CCOC(=O)N1CCN(c2c(NCc3ccc(N(C)C)cc3)c(=O)c2=O)CC1	1.7%	3.3%	6.8	0.4%	-0.1%	-1.4%	0.8%	-2.3%	-0.1%	-0.7%	-0.6%
COc1ccccc1Nc1nc(N)nc(CSC(=S)N2CCCCC2)n1	u	-0.7%	-5.8	u	1.5%	7.6%	0.8%	1.8%	-1.0%	0.2%	-6.5%
COCCOCCn1c(CCCO)nc2ccccc21	-0.3%	-1.8%	2.9	-14.4%	-0.6%	2.5%	17.6%	-1.0%	-0.1%	-0.3%	-3.8%
CCN1C(=O)CC(c2ccccc2)N(C2CCCC2)c2nc(Nc3ccc(C(=O)NC4CCN(C)CC4)cc3OC)ncc21 (stereo unspecified)	u	-2.5%	-20.5	u	u	x	5.1%	1.5%	2.6%	9.2%	3.9%
COc1ccc(OCC(=O)OC2CCN(C)CC2)cc1	u	-0.8%	12.4	20.5%	5.6%	-2.3%	-0.8%	1.4%	2.9%	-1.5%	-1.4%
CC(=O)Nc1ccc(CN2CCC(n3nccc3NC(=O)CCc3ccccc3)CC2)cc1	1.9%	-3.3%	7.5	0.4%	2.6%	-6.4%	-1.7%	1.0%	0.0%	1.0%	2.9%
CC(C)CC(=O)NC(=S)Nc1sc2c(c1C(N)=O)CCC2	13.9%	-2.4%	28.1	u	-6.1%	-4.7%	-9.4%	6.3%	0.1%	1.0%	-1.1%
COC(=O)c1cc(-c2ccc(OC)c(OC)c2)on1	0.2%	-4.3%	9.7	20.6%	-3.7%	-3.9%	-10.8%	-2.1%	-0.3%	-0.1%	-56.4%
CC(=O)Nc1ccc(NC(=O)Nc2ccc(C)c(C)c2)cc1	-1.6%	1.2%	3.7	-3.8%	-2.0%	-4.4%	12.1%	10.6%	0.0%	-1.6%	1.3%
NS(=O)(=O)c1ccc2c(c1)C1C=CCC1C(C1CC=CCC1)N2 (stereo unspecified)	u	-14.8%	-4.8	1.5%	-3.2%	4.7%	14.7%	7.3%	-0.2%	-6.1%	8.4%
CC(C)Nc1nc(NC(C)C)nc(N(C)N)n1	u	0.0%	7.0	0.0%	-7.4%	-9.4%	-5.5%	3.6%	3.6%	5.8%	1.2%
CCc1ccc2[nH]c3nc(SCc4nnc(-c5ccc(C)cc5)o4)nnc3c2c1	u	-9.2%	-3.1	-1.7%	-1.2%	-1.0%	-16.8%	-1.7%	-0.7%	-5.8%	-3.6%[46.1 µM]
COc1cccc(-c2nc(CS(=O)(=O)CC(=O)N3CCc4ccccc4C3)c(C)o2)c1	11.3%	-2.2%	-4.9	u	0.8%	-5.3%	-4.8%	-0.9%	-0.2%	0.8%	-8.0%
Cc1ccc(C2(C)NC(=O)N(CC(=O)NNC(=O)c3ccccc3)C2=O)cc1 (stereo unspecified)	1.8%	1.6%	7.8	14.2%	-4.0%	-8.7%	2.8%	0.7%	-0.9%	2.6%	x
COc1ccc(-n2nnnc2SCC(=O)Nc2ccccc2N2CCOCC2)cc1OC	13.4%	-5.5%	-22.9	1.1%	13.3%	-7.5%	1.8%	1.4%	5.7%	2.6%	-0.2%

(continued)
SMILES	Chronic BCR inh	PTAP TSG101 blk	TSHR antag	ELG1 DNA repair	uPA generation	Mito fusion act	Eya2 inh	USP2a block	B2AR arrestin	Tb PFK block	TCR activator
Cc1nc(N2CCN(C(=O)c3ccco3)CC2)c2oc3ccccc3c2n1	2.4%	-5.2%	-30.8	u	-7.8%	7.0%	5.7%	-2.4%	-1.0%	3.2%	-1.5%
CCO[C@@H]1OC(C(=O)NC2CC2)=C[C@H](C2CC2)[C@H]1CCCO	0.6%	-1.0%	-5.0	15.0%	-1.1%	0.7%	-0.7%	0.8%	-0.4%	3.1%	-2.2%
CN1CCN(c2nc(-c3ccccc3O)nc3ccccc23)CC1	2.5%	-3.3%	-2.9	u	0.4%	-22.2%	0.2%	-1.6%	-0.4%	-6.3%	-2.6%
CC1(C)C(=O)Nc2ccccc2N1C(=O)COC(=O)c1cc(S(C)(=O)=O)ccc1Cl	7.5%	-1.0%	-0.1	15.7%	-16.1%	2.5%	4.6%	-0.2%	-0.4%	0.0%	2.5%
Cc1ccccc1OCC(=O)Nc1ccc2c(c1)COC2=O	u	-0.4%	-12.0	11.1%	-2.5%	8.6%	23.8%	0.3%	-0.3%	-1.1%	-24.7%
CCCCCCCC(=O)OCC(COC(=O)CCCCCCC)OC(=O)CCCCCCC	-1.1%	-2.6%	4.3	12.1%	8.9%	-13.7%	5.1%	1.4%	0.0%	8.7%	4.2%
Cc1ccc(/C=N/NC(=O)c2nnn(-c3nonc3N)c2-c2cccs2)cc1	5.3%	-2.7%	-9.7	9.4%	-2.2%	2.5%	9.6%	3.4%	0.5%	-0.8%	-3.8%
O=C(CCSc1ccc(Cl)cc1)N1CCN(c2ccc(O)cc2)CC1	4.7%	-2.5%	-2.9	8.2µM*	-14.7%	10.9%	-4.2%	0.1%	-0.3%	-22.8%	2.8%
Cc1nc(N2CCN(S(=O)(=O)c3ccccc3C#N)CC2)c2c(-c3ccccc3)csc2n1	0.5%	-4.3%	-79.2*	11.6µM*	-27.4%	10.2%	0.3%	-1.8%	-0.4%	2.9%	0.9%
